Bioassay records from PubChem.
IDE act – IDE (human) activation, cell-based; P14735; HEK cells, FAbeta-B cleavage, fluorescence polarization; 0% vehicle, 100% cell-free pure enzyme wells; activation, % at 5.96 µM; 340,000 compounds, 0.073% hits;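 active = activation above the mean of all tested compounds plus 3 SD, set per screening campaign, cut at about 17% in these data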
Target sequence (P14735 whole entry, looked up): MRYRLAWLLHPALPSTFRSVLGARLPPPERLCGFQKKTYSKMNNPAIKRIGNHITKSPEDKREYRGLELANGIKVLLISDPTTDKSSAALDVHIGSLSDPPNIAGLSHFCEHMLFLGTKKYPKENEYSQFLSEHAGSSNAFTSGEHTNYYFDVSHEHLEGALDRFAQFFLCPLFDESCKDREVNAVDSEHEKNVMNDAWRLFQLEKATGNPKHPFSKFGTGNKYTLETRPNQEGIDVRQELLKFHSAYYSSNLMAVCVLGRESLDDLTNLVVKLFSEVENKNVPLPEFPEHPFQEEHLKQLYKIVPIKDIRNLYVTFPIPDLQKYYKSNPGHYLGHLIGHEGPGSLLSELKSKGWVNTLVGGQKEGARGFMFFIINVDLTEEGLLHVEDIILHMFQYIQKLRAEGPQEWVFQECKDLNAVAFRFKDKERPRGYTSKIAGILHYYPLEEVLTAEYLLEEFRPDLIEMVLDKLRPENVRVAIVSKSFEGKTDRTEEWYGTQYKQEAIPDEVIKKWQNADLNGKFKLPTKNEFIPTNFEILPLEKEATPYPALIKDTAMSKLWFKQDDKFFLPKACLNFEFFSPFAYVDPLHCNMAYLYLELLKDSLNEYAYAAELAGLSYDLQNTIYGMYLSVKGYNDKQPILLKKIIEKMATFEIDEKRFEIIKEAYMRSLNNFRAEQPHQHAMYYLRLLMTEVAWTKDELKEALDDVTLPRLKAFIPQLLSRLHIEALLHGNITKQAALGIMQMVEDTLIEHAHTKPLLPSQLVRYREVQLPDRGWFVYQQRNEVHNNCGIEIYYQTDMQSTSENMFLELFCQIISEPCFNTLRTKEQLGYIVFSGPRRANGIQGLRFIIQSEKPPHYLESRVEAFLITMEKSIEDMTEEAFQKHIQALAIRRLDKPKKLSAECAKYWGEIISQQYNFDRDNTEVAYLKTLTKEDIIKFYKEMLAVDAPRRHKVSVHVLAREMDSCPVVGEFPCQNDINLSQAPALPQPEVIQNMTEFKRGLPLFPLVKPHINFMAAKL
IDE inh – cellular human IDE inhibition; P14735; HEK cells, FAbetaB cleavage, fluorescence polarization; inhibition, % at 5.59 µM; 320,000 compounds, 0.41% hits; AID 434962;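 active = percent inhibition above the average of all tested compounds plus 3 SD, set per screening campaign, cut at about 16% in these data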;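 note: IDE supplied by intact live HEK cells; FP after avidin binding of uncleaved biotin substrate so inhibition keeps polarization high; 0% = DMSO wells and 100% = 60 µM reference IDE inhibitor Ii1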
* = called active by the depositor. Not all compounds are listed (hit frequency here may not be typical).

entry	IDE act	IDE inh	compound
1	-1	5	COC(=O)[C@@H]1C[C@@H](c2ccccc2)[C@H](C)C1(C)C
2	1	2	O=C(CNC(=O)c1ccc(Cl)cc1Cl)OCc1nnc(-c2ccccc2)o1
3	8	-4	CCOc1cc(/C=N/NC(N)=O)cc(Br)c1OCc1ccccc1
4	0	4	CCN1C(=O)[C@H]2[C@@H](c3ccc(-c4ccc(F)cc4)cc3)N3CCCC[C@@]3(C(=O)OC)[C@H]2C1=O
5	2	-1	CC(Oc1cccc(Br)c1)C(=O)NNC(=O)CCNC(=O)c1ccccc1Cl (stereo not drawn)
6	4	-2	COc1ccccc1NCCC(=O)OCC(=O)Nc1ccccc1F
7	-1	-3	Cn1nc(C(=O)Nc2ccc3c(c2)OCCO3)c2ccccc2c1=O
8	-1	4	CN(C)S(=O)(=O)c1ccc(N2CCCC2)c(C(=O)Nc2ccc(F)cc2F)c1
9	-4	0	CC(Sc1nnc(COc2ccc(Cl)cc2)n1Cc1ccco1)C(=O)N1CCNC1=O (stereo not drawn)
10	2	5	NC(=O)C[C@H](N)c1cn([C@@H](CC(N)=O)C(=O)N2CCNCC2)nn1
11	0	9	O=C(CCNC(=O)c1ccc(Br)cc1)Nc1ccccc1N1CCCC1
12	5	0	O=C(NCCc1ccccc1)C1=COCCO1
13	3	4	CCN(C[C@H]1N[C@@](C)(C(=O)OC)[C@H]2C(=O)N(Cc3ccccc3)C(=O)[C@@H]12)C(=O)Nc1ccc(Cl)cc1
14	7	0	OCC[C@H]1C[C@H](O)[C@@H](O)[C@@]2(Cc3ccccc3CCO2)O1
15	-1	7	Cc1ccc(NC(=O)CCN2C(=O)NC3(CCCC3)C2=O)c(C)c1
16	5	2	Cc1nn(CC(=O)NC2CCS(=O)(=O)C2)c(C)c1S(=O)(=O)N(C)C (stereo not drawn)
17	3	0	CC(C(=O)N1CCc2ccccc21)N(C)CC(=O)Nc1cccc(F)c1 (stereo not drawn)
18	-6	1	Cc1ccc(S(=O)(=O)N2CCN(C(=O)COC(=O)c3cccc(Cl)c3)CC2)c(C)c1
19	0	1	O=C(CCCOC(=O)c1cccnc1Cl)c1ccc(Br)cc1
20	5	-1	COc1ccc(C)cc1N1CC(C(=O)Nc2ccccc2C(=O)NC2CC2)CC1=O (stereo not drawn)
21	5	-3	COc1ccc(S(=O)(=O)N2CCC(C(=O)Nc3nnc(C)s3)CC2)cc1OC
22	3	-5	O=C(Nc1ccccc1N1CCCC1)C1CCN(S(=O)(=O)c2ccccc2C(F)(F)F)CC1
23	3	-3	COc1cc2sc3cc(NCc4ccc(C)o4)ccc3c(=O)c2cc1OC
24	-6	0	Cc1c(C(=O)NCCN2CCOCC2)oc2ccc(Br)cc12
25	5	-5	CCOc1ccc(CCNC(=O)COC(=O)/C=C/c2cccc(OC)c2)cc1OCC
26	3	-1	O=C(Nc1ccncc1)c1cc(S(=O)(=O)N2CCN(c3ccccc3)CC2)ccc1Cl
27	2	-4	O=C(COC(=O)c1ccc(Br)o1)Nc1ncc([N+](=O)[O-])s1
28	-2	-2	O=C(COc1ccc(Cl)cc1)Nc1cccc(S(=O)(=O)NCc2ccco2)c1
29	1	0	CC(=O)c1ccc(S(=O)(=O)N2CCC(C(=O)Nc3ncc(C)s3)CC2)cc1
30	2	-3	O=C(CN1C(=O)NC2(CCCCCCC2)C1=O)Nc1ccc(Br)cc1

Some of these compounds in order of their number in IDE act, low to high:
entry	IDE act	IDE inh	compound
9	-4	0	CC(Sc1nnc(COc2ccc(Cl)cc2)n1Cc1ccco1)C(=O)N1CCNC1=O (stereo not drawn)
11	0	9	O=C(CCNC(=O)c1ccc(Br)cc1)Nc1ccccc1N1CCCC1
30	2	-3	O=C(CN1C(=O)NC2(CCCCCCC2)C1=O)Nc1ccc(Br)cc1
23	3	-3	COc1cc2sc3cc(NCc4ccc(C)o4)ccc3c(=O)c2cc1OC
12	5	0	O=C(NCCc1ccccc1)C1=COCCO1

An excerpt from above in order of length of the SMILES, ascending:
entry	IDE act	IDE inh	compound
24	-6	0	Cc1c(C(=O)NCCN2CCOCC2)oc2ccc(Br)cc12
15	-1	7	Cc1ccc(NC(=O)CCN2C(=O)NC3(CCCC3)C2=O)c(C)c1
5	2	-1	CC(Oc1cccc(Br)c1)C(=O)NNC(=O)CCNC(=O)c1ccccc1Cl (stereo not drawn)

Remaining list, next part:
entry	IDE act	IDE inh	compound
31	2	6	CC(C)n1ncc2c(C(=O)NCCOc3ccccc3F)cc(C3CC3)nc21
32	0	-5	Cc1cc(Cl)ccc1OC(C)C(=O)OCC(=O)c1ccc[nH]1 (stereo not drawn)
33	4	1	O=C(OCc1c(F)cccc1Cl)c1cc([N+](=O)[O-])ccc1N1CCOCC1
34	4	1	CCCc1cc(=O)[nH]c(SCC(=O)NC2CC2)n1
35	4	-1	CN(c1ccccc1)c1nccc(=O)[nH]1
36	7	-1	COc1cccc(C(=O)NCCS(=O)(=O)N2CCN(C(=O)c3ccco3)CC2)c1
37	0	1	Cc1ccc(NS(=O)(=O)c2cccc(C(=O)Nc3cccnc3)c2)c(C)c1
38	1	1	Cc1ccc(S(=O)(=O)N2CCC(C(=O)NCc3ccccc3CN3CCCC3)CC2)cc1
39	5	5	O=C1C=C(c2ccc(Oc3ccccc3)cc2)C[C@@H](c2ccc(Cl)cc2)C1
40	2	-8	O=S(=O)(Nc1ccc(-c2ccc3nncn3n2)cc1)c1ccccc1F
41	-1	-8	Cc1ccc(CNC(=O)CSc2nccn(-c3ccc(C)c(F)c3)c2=O)cc1
42	2	3	CC(=O)c1ccccc1NC(=O)CSc1nnc(Cc2csc(C)n2)o1
43	4	0	COc1ccc(OCCCC(=O)ON=C(N)c2ccccc2C)cc1
44	3	-1	CC(C)c1ccc(S(=O)(=O)N2CCC(C(=O)N3CCC3)CC2)cc1
45	0	-4	COc1cc2c(C(F)(F)F)c(-c3ccc(C#N)cc3)oc(=O)c2cc1OC
46	5	7	O=C1NC[C@@H](c2ccccc2)OC(=O)[C@@H](Cc2ccc(F)cc2)CC/C=C/C[C@H]1CC(=O)N(CCO)Cc1ccccc1
47	-4	3	O=C(O)C1CC(O)CN1S(=O)(=O)c1ccc2ccccc2c1 (stereo not drawn)
48	-2	2	COc1ccc(C)cc1NC(=O)C1CCCCN1S(=O)(=O)c1ccccc1 (stereo not drawn)
49	2	-1	COc1ccc(-c2cn(CCO)c(-c3ccncc3)n2)cc1
50	2	1	O=C(COC(=O)CNC(=O)c1ccccc1F)Nc1ccc(Cl)cn1
51	1	-2	O=C(CSc1nnnn1C1CC1)N1CCN(Cc2ccccc2F)CC1
52	2	-1	CCc1ccc(-c2nnn(CC(=O)N(C3CCCC3)C3CCS(=O)(=O)C3)n2)cc1 (stereo not drawn)
53	-13	11	Cc1cc(C)cc(CSc2ccc(S(=O)(=O)N3CCCC3)cn2)c1
54	4	-7	CC(C)(C)c1ccc(OCCC(=O)NCC(c2cccs2)N2CCOCC2)cc1 (stereo not drawn)
55	-3	-3	C[C@H]1CCC(=O)N([C@H](CSc2ccc(Br)cc2)Cc2ccccc2)CC1
56	1	-2	Cc1noc(C)c1COc1cccc(C(=O)Nc2ccc(Br)cc2F)c1
57	6	1	Cn1c(SCC(=O)Nc2ccc(C(=O)O)cc2)nc2scc(-c3ccccc3Cl)c2c1=O
58	0	-1	CSCCC(NC(=O)c1ccc(Cl)cc1Cl)C(=O)N1CC(C)OC(C)C1 (stereo not drawn)
59	4	2	c1ccc2c(C[C@@H]3CNCCN3CC3CCCCC3)cccc2c1
60	7	-6	CCN(C[C@H]1N[C@@](Cc2ccccc2)(C(=O)OC)[C@H]2C(=O)N(C)C(=O)[C@@H]12)C(C)=O

Already shown: entries from further up.
entry	IDE act	IDE inh	compound
37	0	1	Cc1ccc(NS(=O)(=O)c2cccc(C(=O)Nc3cccnc3)c2)c(C)c1
38	1	1	Cc1ccc(S(=O)(=O)N2CCC(C(=O)NCc3ccccc3CN3CCCC3)CC2)cc1

Some values from the entries so far.
IDE inh with entry 47 = 3
IDE inh with entry 31 = 6
IDE act with entry 51 = 1

The results go on:
entry	IDE act	IDE inh	compound
61	7	-3	CCOC(=O)C1=C(COC(=O)c2cccc(Br)c2)NC(=O)NC1C (stereo not drawn)
62	5	2	O=C(NN=Cc1ccc(OC(F)F)cc1)c1ccc(NS(=O)(=O)c2cccs2)cc1
63	2	6	COc1cccc(CNC(=O)COC(=O)c2c(NC(C)=O)sc(C)c2C)c1
64	3	2	Nc1c(C(=O)OCC(=O)Nc2ccccc2Br)[nH]c(=O)[nH]c1=O
65	2	-6	CCOc1ccccc1OCC(=O)Nc1cccc(S(=O)(=O)N2CCCCCC2)c1
66	6	-1	CC(OC(=O)c1ccc(Cl)nc1)C(=O)NC1CCCC1 (stereo not drawn)
67	3	0	O=c1cc(-c2ccc(O)cc2)oc2c(C3O[C@H](CO)[C@@H](O)[C@H](O)[C@H]3O)c(O)cc(O)c12 (stereo partly drawn)
68	-1	-10	CCOC(=O)[C@H]1[C@H]2COc3ccc(OC)cc3[C@@H]2N2C(=O)c3cc(OC)c(OC)cc3NC(=O)[C@@]12C
69	4	-4	Cc1ccc(S(=O)(=O)N2CCC(C(=O)OCCOc3cccc(C)c3)CC2)cc1
70	1	-2	Cc1cc(OCCCC(=O)Nc2nnc(C3CC3)s2)ccc1Cl
71	2	9	O=C(OCC(=O)N1CCN(S(=O)(=O)c2ccc(Cl)cc2)CC1)C1CC1
72	9	-4	CCOc1ccc(NS(=O)(=O)c2ccc(NC(=O)c3ccccc3C(=O)O)cc2)cc1
73	0	4	CN(CC(=O)Nc1ccccc1C(F)(F)F)C(=O)c1cc(-c2cccs2)nn1-c1ccccc1
74	0	3	COc1ccc(OC)c(C2=CC(=O)C[C@H](c3ccc4c(c3)OCO4)C2)c1
75	3	-5	O=C1CN(C(=O)COC(=O)c2c(F)cccc2Cl)c2ccccc2N1
76	2	0	CC(C)(C)c1ccc(OCCC(=O)Nc2ccc(N3CCOCC3)cc2N2CCOCC2)cc1
77	-1	1	CC(OC(=O)/C=C/c1cccc(C(F)(F)F)c1)C(=O)NC1CCCCC1C (stereo not drawn)
78	-6	6	CCc1ccc2nc(NC(=O)C3CCN(c4ncnc5sc(C)c(C)c45)CC3)sc2c1
79	0	1	Cc1ccnc(NC(=O)C2CCN(S(=O)(=O)c3ccc4ccccc4c3)CC2)c1
80	-2	5	Cc1cccc(C(=O)NCC(c2cccs2)N2CCOCC2)c1 (stereo not drawn)
81	-1	3	O=C(OCC#CCSc1nnc(-c2cccc3ccccc23)o1)c1ccc(Br)cc1
82	4	0	CCC1(c2ccc(F)cc2)NC(=O)N(CC(=O)NC2CC2)C1=O (stereo not drawn)
83	2	-2	CN(C)C(CNC(=O)CN1C(=O)NC2(CCCC2)C1=O)c1ccccc1 (stereo not drawn)
84	4	-2	Cc1ccc(NC(=O)CSc2nnc(N)s2)cc1S(=O)(=O)N1CCOCC1
85	2	0	O=C1NC[C@@H](Cc2cccc3ccccc23)N(CCCCC2CCCCC2)C1=O
86	2	1	Cc1ccc(-n2nc(C)c(NC(=O)COC(=O)c3ccccc3NCCO)c2C)cc1
87	5	-3	O=C(CC(=O)Nc1ccccc1)Nc1ccccc1
88	2	5	COc1ccc(C(=O)Nc2ccc3[nH]ccc3c2)cc1
89	4	4	CC(C)CCOc1ccc(C(=O)NNC(=O)CNC(=O)c2ccccc2F)cc1
90	2	0	O=C(NCC(c1ccco1)N1CCN(c2ccccc2F)CC1)C1CCCCC1 (stereo not drawn)
91	8	3	COc1ccc(C(=O)NCC(c2cccs2)N2CCc3ccccc32)c(OC)c1 (stereo not drawn)
92	9	-7	COc1ccc(COC(=O)c2cc([N+](=O)[O-])ccc2N2CCOCC2)cc1F
93	-1	3	O=C(NCCc1c[nH]c2ccccc12)C(=O)Nc1cc2c3c(c1)CC(=O)N3CCC2
94	2	-1	CCN(CC(=O)NCc1cccs1)CC(=O)Nc1ccccc1C
95	5	-1	O=C(Nc1ccc2nc3n(c(=O)c2c1)CCCC3)c1cccnc1Cl
96	0	1	O=C(O)c1cccc2c1C(=O)c1ccc(Cl)cc1S2(=O)=O
97	4	-1	COc1ccc(-c2cc3ncccc3cn2)cc1
98	0	-3	CC(=O)N1CCN(C(=O)c2cccc(S(=O)(=O)N3CCN(c4ccccc4)CC3)c2)CC1
99	1	2	Cc1cc(C)cc(NC(=O)CSc2nc(=O)n(CCN3CCOCC3)c3c2CCCC3)c1
100	0	9	Cc1ccc(C)c(C(=O)COC(=O)c2n[nH]c3ccccc23)c1
101	2	-2	Cc1cc(=O)[nH]c(SCC(=O)N2CCCC2)n1
102	-1	-5	Cc1ccc(OCC(=O)N(C)CC(=O)Nc2ccc(F)c(F)c2F)cc1
103	-2	0	CCOC(=O)c1ccc(NC(=O)C2CC(O)CN2S(=O)(=O)c2ccc(C)cc2)cc1 (stereo not drawn)
104	2	-4	CCOc1ccc(Cn2nnc(-c3ccc(S(C)(=O)=O)cc3)n2)cc1OCC
